N370S GC = inhibitors or activators of N370S glucocerebrosidase for Gaucher disease | N370S GC spleen homogenate, 4MU-glucoside fluorescence | Potency, µM (doses to about 59.4 µM), for inactives: at the top dose activity change, negative = inhibition, usual class: inhibitors | actives 0.092% (n = 330,000) | AID 2101 | P04062; active = well fitted inhibition curve with a large enough effect; inconclusive = small, poorly fitted or top-dose-only effect, or effect the other way, or another doubt; inactive = no such curve, though single readings can be large or run the other way;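 also: 0% = full enzyme activity and -100% = no enzyme basal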
An asterisk follows results filed as active; ? = inconclusive; & = joins results of further samples; [ ] = dose if it differs, or a comment. Potency is read from the fitted curve at half-maximal effect.

cpd	canonical_smiles	N370S GC
1	COC(=O)C/C=C\[C@@H](C)[C@@H](/C=N\O[C@@H](C)c1cn([C@H](CO)Cc2ccccc2)nn1)OC	10%&-4%[12.8 µM]
2	CCCCC/C=C/C=C/C=O	3%
3	CCCCNc1nc(C)nc2c1nc(-c1ccccc1)n2CC1CCCN1CC (stereo not given)	-6%
4	C=CC[C@@H]1C=C[C@H](O/N=C(\C)CCN2CCc3nc(CC)c(CC)cc3C2)[C@H](CO)O1	5%[12.8 µM]
5	CO[C@@H]1COC(=O)C/C=C\[C@@H](C)[C@@H]2C=C[C@H](O)[C@@H](COC(=O)CCC[C@H]1C)O2	-9%[12.8 µM]
6	COC(=O)C1=C(C(=O)OC)[C@@H]2N(C)c3ccc(OC)cc3[C@@]23C[C@@H](C(=O)OC)N(S(=O)(=O)c2c(C)noc2C)C3=N1	3%[12.8 µM]
7	CC(=O)OC[C@H]1O[C@@H](CCO/N=C2/[C@H]3O[C@@H]3[C@@H](O)[C@H]3[C@H]2CCn2c(=O)n(-c4ccccc4)c(=O)n23)C=C[C@@H]1OC(C)=O	-3%[12.8 µM]
8	COC(=O)NC(c1cccc(C)c1)C(C(C)=O)C(=O)OC (stereo not given)	23%[12.8 µM]
9	CC(C)C[C@@H](CC(=O)N[C@@H](CCC(=O)O)CC(=O)O)NC(=O)[C@@H]1CNCC[C@H]1NC(=O)C[C@@H](NC(=O)C[C@H](CO)NC(=O)[C@@H]1CNCC[C@H]1N)C(C)C	4%
10	Cc1nc(NCCO)c2nc(-c3ccccc3)n(CC3CCN(C)CC3)c2n1	-2%
11	CN(C)C=O	0%&12%
12	CC(=O)OCC1OC(C#Cc2ccc(F)cc2F)C=CC1OC(C)=O (stereo not given)	-21%[12.8 µM]
13	COC(=O)C1=C(C)N(Cc2ccccc2)[C@]23O[C@](C(=O)OC)(C(=O)N2C1c1ccccc1)C1C(=O)N(c2ccccc2)C(=O)C13 (stereo not given in full)	-14%&-10%[12.8 µM]
14	O=C(/C=C/c1ccc(O)c(O)c1)O[C@@H](C(=O)O)[C@@H](OC(=O)/C=C/c1ccc(O)c(O)c1)C(=O)O	-26%
15	CCN(CC)C[C@@H](O)CN1CCCCc2nc(C)c(C)cc21	11%[12.8 µM]
16	COc1ccc2cnoc(=O)c2c1OC	?
17	COc1ccc(C2=Nn3c(nnc3-c3cccc(OC)c3OC)SC2)c(OC)c1	0%
18	CO[C@H]1COC(=O)C/C=C\[C@H](C)[C@@H](OC)COC(=O)[C@H](Cc2ccccc2)NC(=O)C/C=C\[C@@H]1C	-8%[12.8 µM]
19	COC(=O)[C@H](COC(C)(C)C)NC(=O)O[C@@H]1C(=O)c2ccc(OC)cc2O[C@H]1c1ccc2c(c1)OCO2	15%
20	CO[C@@H]1/C=C\CC(=O)N2CCC[C@@H]2C(=O)OC[C@H](C)C(=O)OC[C@H]1C	21%[12.8 µM]

Later entries
cpd	canonical_smiles	N370S GC
21	COC(=O)[C@@]1(Cc2ccccc2)[C@H]2c3cc(C(=O)N4CCCC4)n(Cc4cc(F)cc5c4OCOC5)c3C[C@H]2CN1C(=O)c1ccccc1	7%
22	COC(=O)c1ccc(C(NC(=O)OCc2ccccc2)/C(C)=C/[C@@H](C)C(=O)N2CCN(C)CC2)cc1 (stereo not given in full)	-17%
23	CC1CC2(C)Oc3ccccc3C3OCC1(COC(=O)Nc1ccccc1)C(C)C32 (stereo not given)	6%
24	C[C@H]1C2=C3C(C[C@H]4C(=O)N(c5ccccc5)C(=O)[C@H]4[C@H]3[C@@]3(Cc4ccccc4)C(=NCCc4c[nH]c5ccccc45)OC(=O)N3C2=O)[C@H]2C(=O)N(c3ccccc3)C(=O)[C@H]21 (stereo not given in full)	1%
25	Cc1nc(Nc2ccccc2)c2nc(-c3ccccc3)n(CCCN3CCCCC3C)c2n1 (stereo not given)	-29%
26	C=CCN1c2ccccc2[C@]23C[C@@H](C(=O)OC)N(S(=O)(=O)c4ccc([N+](=O)[O-])cc4)C2=NC(C(=O)OC)=C(C(=O)OC)[C@H]13	-16%[12.8 µM]
27	[C-]#[N+]/C(C#N)=C\c1cc(C(C)(C)C)c(O)c(C(C)(C)C)c1	5%
28	CC/C=C\C/C=C\C/C=C\C/C=C\C/C=C\C/C=C\CCC(=O)NCC(=O)O	-3%
29	COC(=O)[C@H](COC(C)(C)C)NC(=O)O[C@@H]1C(=O)c2cc(OC)ccc2O[C@H]1c1ccc(OC)c(Br)c1	26%
30	COC(=O)c1ccc(C(NC(=O)OCc2ccccc2)/C(I)=C/[C@@H](C)C(=O)NCc2ccncc2)cc1 (stereo not given in full)	-18%
31	O=C1C2=CC[C@@H]3C(=O)N(c4ccc(F)cc4F)C(=O)[C@H]3[C@H]2[C@H](O)[C@H]2O[C@H]12	8%[12.8 µM]
32	C=CCN1c2ccccc2[C@]23C[C@@H](C(=O)OC)N(S(=O)(=O)c4ccc(Br)cc4)C2=NC(C(=O)OC)=C(C(=O)OC)[C@H]13	7%[12.8 µM]
33	CCN1C(C)=C(C(=O)OC)C(c2ccccc2)N2C(=O)[C@](O)(C(=O)OC)CC(C(C)=O)=C12 (stereo not given in full)	-10%[12.8 µM]
34	COC(=O)C1=C(C)N(Cc2ccccc2)C2=C(C(=O)c3ccccc3)C(c3ccccc3)[C@@](O)(C(=O)OC)C(=O)N2C1c1ccccc1 (stereo not given in full)	-1%&1%[12.8 µM]
35	CO[C@H]1COC(=O)[C@@H](Cc2ccccc2)NC(=O)[C@@H](C)COC(=O)C/C=C\[C@@H]1C	3%[12.8 µM]
36	CCN(CC)CCCCn1c(-c2ccccc2)nc2c(Nc3ccccc3)nc(C)nc21	-9%
37	COC/C=C/C1=CC2=CC(=O)C(C)(OC(=O)c3cnc4ccccc4n3)C(=O)C2=CN1C1CCCC1 (stereo not given)	3%[12.8 µM]
38	CCC/C=C(\CCC)C(NC(=O)Oc1ccc(F)cc1)c1ccc(C(=O)OC)cc1 (stereo not given)	2%
39	CO[C@H]1COC(=O)[C@H]2CCCN2C(=O)C/C=C\[C@@H](C)[C@H](OC)COC(=O)[C@@H](OCc2ccccc2)/C=C\[C@@H]1C	4%[12.8 µM]
40	COC(=O)[C@@]1(Cc2ccccc2)[C@H]2c3cc(C(=O)N4CCCC4)n(Cc4ccc(S(C)(=O)=O)cc4)c3C[C@H]2CN1C(=O)c1ccccc1	-19%

(41) O=C1C=C[C@@H](O)[C@H]2[C@@H]3C(=O)N(Cc4ccccc4)C(=O)[C@@H]3CC[C@H]12
  N370S GC = -1%[12.8 µM]

(42) C/C=C/OC(=O)NC(c1ccccc1)[C@]1(C(C)=O)CCCC1=O (stereo not given in full)
  N370S GC = 7%[12.8 µM]

(43) CCC1=C2CC[C@H]3C(=O)NC(=O)[C@H]3[C@H]2[C@@]2(C)C(=NCC3CC3)OC(=O)N2C1=O
  N370S GC = 8%

(44) CCCCCCCC/C=C\CCCCCCCC(=O)NCCCC(=O)O
  N370S GC = -12%

(45) CCc1c2c(nc3cccc(OC)c13)OC(CC)C2 (stereo not given)
  N370S GC = 2%

(46) CCc1c2c(nc3c(C(C)C)cccc13)-c1cccc(=O)n1C2
  N370S GC = ?

(47) C=CC(C)(O)CC1[C@@]2(C)CCCC(C)(C)C2CC[C@]1(C)O (stereo not given in full)
  N370S GC = -10%

(48) COC(=O)[C@@H](NC(=O)N1CCc2nc(COc3ccccc3)c3c(c2C1)CO[C@@H](C)C3)C(C)C
  N370S GC = -17%[12.8 µM]

(49) C[C@@H]1C[C@](C)(C(=O)c2ccc3ccccc3c2)C=C1c1ccc2ccccc2c1
  N370S GC = 6%

(50) CC[C@H]1C2=C3C(CC[C@H]4C(OCc5ccc(F)cc5C(F)(F)F)OC[C@](C)([C@@H]34)N(C(=O)OC(C)(C)C)C2)C(COC(C)=O)C1COC(C)=O (stereo not given in full)
  N370S GC = 1%

(51) CC(C)=CCC/C(C)=C/CO/N=C1/C[C@@H](O)[C@@H](O)[C@@H]2[C@@H]3C(=O)N(C4CCCCC4)C(=O)[C@H]3CC[C@@H]12
  N370S GC = -6%[12.8 µM]

(52) CN(C)Cc1ccccc1
  N370S GC = -3%

(53) COC(=O)[C@@]1(Cc2ccc(OC)cc2)[C@H]2c3cc(C(=O)N4CCCC4)n(Cc4ccsc4Br)c3C[C@H]2CN1C(=O)c1ccccc1
  N370S GC = -4%

(54) CC(=O)N1CC=CC1(CC(C)C)C(=O)NCc1ccccn1 (stereo not given)
  N370S GC = -13%

(55) CCCn1c(-c2ccc(F)cc2)nc2c(NCC3CCCN3CC)nc(C)nc21 (stereo not given)
  N370S GC = 3%

(56) CC(C)(C)OC(=O)NCCCCC1=CC2=CC(=O)C(C)(OC(=O)c3cnc4ccccc4n3)C(=O)C2=CO1 (stereo not given)
  N370S GC = 9%

(57) COC(=O)C(C(=O)OC)C(Cc1cc(F)cc(F)c1F)NC=O (stereo not given)
  N370S GC = 2%

(58) CCCCCCC1=Cc2cc(OC)c(OC)cc2C(C(C(C)=O)C(=O)OCC)O1 (stereo not given)
  N370S GC = -5%[12.8 µM]

(59) CCCC(=O)OC(=O)CCC
  N370S GC = 6%

(60) CCCCCCCC/C=C\CCCCCCCC(=O)NC(C)C(=O)O (stereo not given)
  N370S GC = 6%

(61) NC(=O)c1ccc([N+](=O)[O-])cc1
  N370S GC = -18%

(62) C=CC(=O)N1C(=O)c2ccccc2S1(=O)=O
  N370S GC = 0%

(63) C=CCC(C)(O)C#Cc1ccccc1 (stereo not given)
  N370S GC = -3%

(64) COCOc1ccc(OC)cc1C(=O)C1O[C@H]1c1ccc(OC)c(Br)c1 (stereo not given in full)
  N370S GC = -3%

(65) COc1ccc(COC(=O)N/N=C2/C[C@@H](O)[C@@H](O)[C@@H]3[C@@H]4C(=O)N(C(C)(C)C)C(=O)[C@H]4CC[C@@H]23)cc1
  N370S GC = -12%[12.8 µM]

Compounds shown so far with bromine, in the order listed:
(29) COC(=O)[C@H](COC(C)(C)C)NC(=O)O[C@@H]1C(=O)c2cc(OC)ccc2O[C@H]1c1ccc(OC)c(Br)c1
  N370S GC = 26%

(32) C=CCN1c2ccccc2[C@]23C[C@@H](C(=O)OC)N(S(=O)(=O)c4ccc(Br)cc4)C2=NC(C(=O)OC)=C(C(=O)OC)[C@H]13
  N370S GC = 7%[12.8 µM]

(53) COC(=O)[C@@]1(Cc2ccc(OC)cc2)[C@H]2c3cc(C(=O)N4CCCC4)n(Cc4ccsc4Br)c3C[C@H]2CN1C(=O)c1ccccc1
  N370S GC = -4%

(64) COCOc1ccc(OC)cc1C(=O)C1O[C@H]1c1ccc(OC)c(Br)c1 (stereo not given in full)
  N370S GC = -3%

The listing picks up; the 4 compounds before the break are reprinted first.
(62) C=CC(=O)N1C(=O)c2ccccc2S1(=O)=O
  N370S GC = 0%

(63) C=CCC(C)(O)C#Cc1ccccc1 (stereo not given)
  N370S GC = -3%

(64) COCOc1ccc(OC)cc1C(=O)C1O[C@H]1c1ccc(OC)c(Br)c1 (stereo not given in full)
  N370S GC = -3%

(65) COc1ccc(COC(=O)N/N=C2/C[C@@H](O)[C@@H](O)[C@@H]3[C@@H]4C(=O)N(C(C)(C)C)C(=O)[C@H]4CC[C@@H]23)cc1
  N370S GC = -12%[12.8 µM]

(66) C=CCC(C)(Nc1ccccc1)C(=O)OCC (stereo not given)
  N370S GC = 9%

(67) CC(C)C[C@@H](CC(=O)N[C@@H](CCCN)CC(=O)N[C@@H]1CCCC[C@H]1C(=O)N[C@H](CC(=O)N[C@@H](CCC(=O)O)CC(=O)O)Cc1c[nH]c2ccccc12)NC(=O)[C@@H]1CCCC[C@H]1N
  N370S GC = -14%

(68) Cc1cc2c(nc1C)CCCCN2C[C@H](C)O/N=C1/[C@H]2O[C@@H]2[C@@H](O)[C@H]2[C@H]1CCn1c(=O)n(-c3ccccc3)c(=O)n12
  N370S GC = 2%[12.8 µM]

(69) CC(C)OC(=O)[C@@H]1C=C[C@H](C)[C@@H](CCCCOCc2ccccc2)O1
  N370S GC = -28%

(70) c1cc2c3c(c1)ccc1cccc(c13)C2
  N370S GC = -3%

(71) CC(=O)c1ccc(OC2C=CC(C#Cc3ccc(Br)cc3)OC2CO)cc1 (stereo not given)
  N370S GC = -5%[12.8 µM]

(72) CCN(CC)CCCCn1c(-c2ccccc2)nc2c(N3CCOCC3)nc(C)nc21
  N370S GC = -6%

(73) CCN1C(C)=C(C(=O)OC)C(c2ccccc2)N2C(=O)[C@](O)(C(=O)OC)C(c3ccccc3)C(C(C)=O)=C12 (stereo not given in full)
  N370S GC = -12%[12.8 µM]

(74) COC(=O)CC1c2ccccc2C(Cc2ccc(OC)cc2)=C(C)N1C(=O)OC (stereo not given)
  N370S GC = 4%[12.8 µM]

(75) Cc1nc(N2CCOCC2)c2nc(-c3ccccc3)n(CCN3CCCC3)c2n1
  N370S GC = -7%

(76) CCCn1c(C)nc2c(NCCCN(CC)CC)nc(C)nc21
  N370S GC = 0%

Some of these compounds in order of the N370S GC value, largest number first.
(66) C=CCC(C)(Nc1ccccc1)C(=O)OCC (stereo not given)
  N370S GC = 9%

(76) CCCn1c(C)nc2c(NCCCN(CC)CC)nc(C)nc21
  N370S GC = 0%

(70) c1cc2c3c(c1)ccc1cccc(c13)C2
  N370S GC = -3%

(72) CCN(CC)CCCCn1c(-c2ccccc2)nc2c(N3CCOCC3)nc(C)nc21
  N370S GC = -6%

(67) CC(C)C[C@@H](CC(=O)N[C@@H](CCCN)CC(=O)N[C@@H]1CCCC[C@H]1C(=O)N[C@H](CC(=O)N[C@@H](CCC(=O)O)CC(=O)O)Cc1c[nH]c2ccccc12)NC(=O)[C@@H]1CCCC[C@H]1N
  N370S GC = -14%

Down the list, quoted from above.
Compounds 69 to 75 in N370S GC read -28%, -3%, -5%[12.8 µM], -6%, -12%[12.8 µM], 4%[12.8 µM], -7%

Bioassay records from PubChem BioAssay.

Some of the compounds tested (hit frequency here may not be typical).
